PP5 primary = PP5 (human) phosphatase inhibition | purified PP5c, OMFP substrate fluorescence | 0.18% of 320,000 active | inhibition, % at 6.7 µM;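 active means inhibition above the campaign's mean inhibition across all tested compounds plus 3 SD, cut at about 9.5% in these data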;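 further: 0% = DMSO only and 100% = 100 µM cantharidin control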
JMJD2C inh = blocks human GASC-1 demethylase activity | Q9H3R0 | GST-JMJD2C(1-420) H3K9me3 demethylation, DELFIA europium | inhibition, % at 2.35 µM | 0.069% of 330,000 active | AID 2099;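 active means more than half of a compound's replicate wells show inhibition beyond 50%, single wells judged on their own value; inconclusive means some, but no more than half, of replicates pass 50% inhibition; inactive means no replicate passes 50% inhibition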;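 further: signal counts dimethyl H3K9 product captured on neutravidin plate; 0% = median of DMSO wells and 100% = 0.3 times that DMSO median; strong numbers were not always called active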
Target sequence (Q9H3R0 1-420 limits assumed): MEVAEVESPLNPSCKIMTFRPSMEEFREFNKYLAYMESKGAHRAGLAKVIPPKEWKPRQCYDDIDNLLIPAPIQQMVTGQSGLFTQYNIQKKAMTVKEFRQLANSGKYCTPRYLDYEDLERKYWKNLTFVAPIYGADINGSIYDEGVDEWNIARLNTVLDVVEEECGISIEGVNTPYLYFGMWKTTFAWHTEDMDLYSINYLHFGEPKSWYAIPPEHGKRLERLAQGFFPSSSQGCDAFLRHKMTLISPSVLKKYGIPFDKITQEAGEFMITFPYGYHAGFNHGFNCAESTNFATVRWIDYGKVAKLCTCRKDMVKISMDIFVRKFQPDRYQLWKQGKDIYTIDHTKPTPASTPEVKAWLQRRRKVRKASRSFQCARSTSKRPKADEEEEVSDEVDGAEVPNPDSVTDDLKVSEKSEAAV
LYPLA2 counter = LYPLA2 (human) inhibition in PME1 counter-screen; AID 2177; inhibition, % at 5.9 µM; O95372; recombinant LYPLA2, FP-Rh probe fluorescence polarization; 0.38% of 320,000 active;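 active means inhibition above the screen-wide mean plus 3 SD, limit set per campaign, cut at about 26% in these data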;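 further: 0% = LYPLA2 with DMSO and 100% = wells lacking LYPLA2 enzyme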
Target sequence (O95372 whole entry, looked up): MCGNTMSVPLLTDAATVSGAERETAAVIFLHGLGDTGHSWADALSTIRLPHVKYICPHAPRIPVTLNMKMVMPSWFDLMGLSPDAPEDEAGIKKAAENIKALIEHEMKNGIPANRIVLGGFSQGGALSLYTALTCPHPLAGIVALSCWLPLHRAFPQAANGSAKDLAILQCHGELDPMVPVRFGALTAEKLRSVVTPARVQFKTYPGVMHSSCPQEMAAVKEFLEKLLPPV
PP1 counter = blocks human PP1-alpha phosphatase, a PP5 counter-screen. P62136. purified PP1alpha, OMFP fluorescence. inhibition, % at 6.7 µM. 0.9% of 320,000 active. AID 2235;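 active means inhibition above the mean inhibition of all tested compounds plus 3 SD, computed separately for each screening campaign, cut at about 15% in these data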
Target sequence (P62136 whole entry, looked up): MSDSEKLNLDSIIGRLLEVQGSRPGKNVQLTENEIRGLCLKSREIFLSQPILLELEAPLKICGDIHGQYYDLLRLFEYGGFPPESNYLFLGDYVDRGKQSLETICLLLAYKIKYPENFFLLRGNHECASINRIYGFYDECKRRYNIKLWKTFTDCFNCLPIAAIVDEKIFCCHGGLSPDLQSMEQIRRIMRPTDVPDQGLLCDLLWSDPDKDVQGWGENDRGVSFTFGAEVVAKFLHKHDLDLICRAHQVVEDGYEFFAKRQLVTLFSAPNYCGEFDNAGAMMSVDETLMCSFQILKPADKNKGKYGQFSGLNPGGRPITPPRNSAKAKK
Efflux pump mplx = antifungal efflux pump inhibition, Nile Red retention | S. cerevisiae Candida pump triplex | inhibition, % at 10 µM | 0.44% of 330,000 active | AID 485275;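 active means plate passing quality check with inhibition over a set limit, or well fluorescence over plate mean plus 4 SD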;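 further: Nile Red retained in pooled yeast measured as flow cytometry median fluorescence; 0% = buffer negative control and 100% = Enniatin B positive control; higher means more Nile Red kept so more efflux inhibition; some compounds called inactive have numbers as strong as hits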
PREPL inh = human PREPL enzyme inhibition. Q4J6C6. recombinant PREPL, fluorescence polarization activity-based probe. inhibition, % at 5.96 µM. 0.68% of 320,000 active. AID 2751; in the data active means inhibition above about 43%;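 further: 0% = enzyme with DMSO and 100% = wells lacking enzyme; many of its hits are not listed in these tables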
Fh CTSL1 inh = cathepsin L1 inhibition, PFM18AAP counter-screen. recombinant F. hepatica cathepsin L1, Z-Leu-Arg-MCA fluorescence. inhibition, % at 5.96 µM. 0.49% of 300,000 active. AID 1906;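 active means inhibition above the mean of all tested compounds plus 3 SD, set per screening campaign, cut at about 17% in these data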;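 further: 0% = plate median of test compound wells and 100% = 1 µM Z-Phe-Ala-diazomethylketone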
core dimer inh = blocks dimerization of HCV core protein. TR-FRET GST/Flag-core106 dimerization, 1536-well. inhibition, % at 5 µM. 0.33% of 300,000 active. AID 1899;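 active means inhibition above the mean of all tested compounds plus 3 SD, set per screening campaign, cut at about 45% in these data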
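assay system = GST-tagged and Flag-tagged HCV core protein residues 1-106 | controls = unlabelled core106 and no-GST-core106 wells | incubation = compound-protein-antibody incubation 4 h at 22.5 °C | probe or stimulus = Eu donor and XL665 acceptor anti-tag antibodies | read-out = % inhibition based on acceptor/donor emission ratio | signal = TR-FRET 671 and 617 nm emission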
TPT1 inhibitor = C. albicans TPT1 enzyme inhibition. recombinant caTPT1, FP RNA substrate dephosphorylation. inhibition, % at 5 µM. 0.81% of 300,000 active;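 active means inhibition above the mean of all tested compounds plus 3 SD, set per screening campaign, cut at about 24% in these data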;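 further: plate controls were DMSO alone for no effect and ferristatin control at 100 nM for full effect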
The depositor's hits bear a star; ? = inconclusive; . = not tested or not shown.

Structure | PP5 primary | LYPLA2 counter | Efflux pump mplx | Fh CTSL1 inh | core dimer inh | PREPL inh | TPT1 inhibitor | JMJD2C inh | PP1 counter
CCn1c(CSCc2ccc(C)cc2)nnc1SCC(=O)NCc1ccccc1 | 4.6 | -8 | 0.0 | 0 | 7 | 12 | 3 | 10 | -1
Cc1cc(=O)[nH]c2ccc(S(=O)(=O)N3CCOCC3)cc12 | 1.6 | -2 | -0.2 | 16 | -21 | 9 | 0 | -18 | 0
Brc1ccc(C2=CC(c3ccco3)n3ncnc3N2)cc1 (stereo not given) | -0.7 | -5 | 0.3 | 4 | -1 | -26 | -72 | -2 | 0
CCOC(=O)C1=C(c2ccccc2)Nc2ncnn2C1c1ccc(C(=O)O)cc1 (stereo not given) | -2.7 | 3 | 0.2 | 7 | -2 | -5 | 1 | -1 | -4
O=C(OCc1c(F)cccc1Cl)c1cccc(S(=O)(=O)N2CCOCC2)c1 | 2.4 | -5 | -0.1 | . | . | 3 | . | 1 | 3
COC(=O)c1c(C)nn(-c2ccccc2)c1-n1cccc1 | -0.6 | 1 | 0.1 | -1 | 0 | -3 | 0 | 2 | -3
OC1NC(=S)N(c2ccccc2)C1O (stereo not given) | 1.6 | 2 | 0.0 | 1 | 4 | -5 | -3 | 4 | -3
C(=C\c1ccco1)/C=N/n1cnnc1 | -0.8 | -3 | 0.0 | 8 | -2 | -28 | -2 | -5 | -4
Cc1cc(O)c(-c2cc(O)c(C)cc2O)cc1O | 3.4 | -1 | 0.2 | 1 | -50 | 10 | 4 | 22 | -1
CCOC(=O)c1[nH]c2ccc(OCC)cc2c1CCCN1C(=O)c2ccccc2C1=O | 1.2 | -4 | -4.3 | 1 | 11 | 5 | -1 | 5 | -3

Three compounds from above, arranged by the number in core dimer inh, highest first:
molecule	core dimer inh
OC1NC(=S)N(c2ccccc2)C1O (stereo not given)	4
CCOC(=O)C1=C(c2ccccc2)Nc2ncnn2C1c1ccc(C(=O)O)cc1 (stereo not given)	-2
Cc1cc(=O)[nH]c2ccc(S(=O)(=O)N3CCOCC3)cc12	-21

Next part:
Structure | PP5 primary | LYPLA2 counter | Efflux pump mplx | Fh CTSL1 inh | core dimer inh | PREPL inh | TPT1 inhibitor | JMJD2C inh | PP1 counter
CCn1ncc(C2=NOC(C(=O)Nc3ccccc3C(=O)OC)C2)c1C (stereo not given) | 0.9 | 5 | -0.2 | -2 | -5 | 12 | -5 | 3 | 2
O=C(O)c1nccnc1C(=O)Nc1ccc(Oc2c(Cl)cccc2Cl)nc1 | 0.2 | 2 | -0.1 | 0 | -3 | 8 | 0 | -8 | -2
COc1cc(Cc2nc3ccc(S(=O)(=O)N4CCOCC4)cc3[nH]2)cc(OC)c1OC | 0.8 | 0 | 0.0 | -3 | 1 | 11 | 3 | -8 | 0
Cn1cccc1Cc1nnc(SCC(=O)N2CCc3ccccc32)n1CCc1ccccc1 | 0.2 | -3 | 0.0 | 4 | 3 | 16 | 3 | 2 | -2
CC(C)c1nnc(NC(=O)CCC(=O)Nc2ccccc2)s1 | 0.8 | -3 | -0.1 | -3 | -2 | 2 | -4 | 20 | -1
CC[N+](CC)(CC)CC(=O)Nc1c(C)cccc1C | -1.4 | 1 | 0.1 | 21* | -10 | -9 | 2 | 4 | 0
CN(C(=O)COC(=O)c1cccc(F)c1)c1ccccc1 | 1.8 | 8 | 0.2 | -3 | -5 | 10 | 1 | -162 | -1
COc1ccc(CCn2nnc(-c3ccc(NC(C)=O)c(Cl)c3)n2)cc1 | -0.6 | 1 | 0.0 | 2 | -5 | -4 | 0 | -8 | 1
CCC(C)(NC=O)C(=O)Nc1c(C)cccc1C (stereo not given) | 0.2 | 12 | 0.1 | 0 | 0 | 8 | 5 | 11 | 3
CC(=O)c1c(N2CCN(C(=O)c3ccco3)CC2)nc(=S)n(-c2ccccc2)c1C | 0.8 | -1 | 0.6 | 5 | -1 | 5 | 1 | -11 | -2
CC(C)c1cc(C(=O)N2CCCC(N3CCN(c4ccc(F)cc4)CC3)C2)no1 (stereo not given) | -1.2 | -5 | 0.1 | -1 | -2 | 10 | -2 | 2 | 0
O=C(COC(=O)COc1ccc(Br)cc1)Nc1ccc2c(c1)OCCO2 | 1.4 | -7 | 0.1 | . | . | 6 | . | 1 | 2
CSCCC(NS(=O)(=O)c1ccccc1F)C(=O)N1CCCCCCC1 (stereo not given) | 0.2 | 0 | -0.1 | -2 | -6 | 3 | -2 | 8 | -1
Cc1cccc(NC(=O)CNC(=O)Cc2ccc(S(=O)(=O)N3CCOCC3)s2)c1C | 2.9 | 2 | 0.0 | . | . | 12 | . | 7 | -2
O=C(CSc1nnc(-c2ccccc2)n1Cc1ccccc1)NNC(=O)c1ccccc1O | 2.6 | 0 | 0.2 | 0 | -6 | 3 | -2 | 14 | -2
O=C(/C=C/c1ccc([N+](=O)[O-])cc1)N1CCN(c2ccccc2F)CC1 | -0.2 | 2 | 0.1 | 3 | 4 | 3 | -1 | -26 | -5
Cc1ccc(/C=N/NC(=O)C(c2ccncc2)N2CCOCC2)cc1 (stereo not given) | 1.6 | -6 | 0.2 | 6 | 2 | 4 | -3 | 9 | -1
Cc1ccc2c(C(=O)CN3CCSCC3)c(C)[nH]c2c1 | 1.1 | -11 | 0.0 | 0 | -3 | 1 | 4 | -6 | 2
Cc1cc(N2C(=O)C(O)=C(C(=O)c3ccco3)C2c2ccc(O)cc2)no1 (stereo not given) | -0.5 | -9 | -0.1 | 2 | -4 | 6 | -8 | 11 | -5
CC1(C)CC(=O)C(C(=O)C2CCN(S(=O)(=O)c3ccccc3)CC2)C(=O)C1 | 0.3 | -5 | 0.1 | -5 | 8 | -3 | 0 | -5 | -2
O=C(Oc1ccc2c3c(c(=O)oc2c1)CCC3)c1ccccc1[N+](=O)[O-] | 0.6 | 1 | 0.1 | -6 | 9 | 6 | 0 | -5 | 0
O=C(OCc1cccc(Cl)c1)c1cc([N+](=O)[O-])ccc1N1CCOCC1 | 1.0 | -4 | 0.1 | 2 | -1 | 27 | 4 | -2 | 4
O=C(Nc1cccc(C(=O)N2CCN(c3ccc(F)cc3)CC2)c1)c1ccccc1 | 1.7 | -4 | 0.2 | -2 | -2 | 6 | -1 | -37 | 0
O=C(NCc1ccco1)c1nc2ncccn2n1 | 0.2 | -8 | -0.1 | 6 | -15 | -7 | -2 | 3 | -4
CC1CCCC(C)N1CC(C)(C)NS(=O)(=O)c1ccc(Cl)cc1 (stereo not given) | 2.1 | 10 | 0.1 | -4 | -2 | 4 | -1 | 12 | 1
N#CCOc1ccc2oc(-c3ccco3)cc(=O)c2c1 | -0.3 | 4 | 0.1 | 3 | 4 | -16 | 1 | -3 | 0
Cc1ccccc1OCc1n[nH]c(=S)n1-c1cccc(Cl)c1 | 3.2 | 6 | -0.1 | 2 | 1 | 9 | -3 | 11 | 1
O=C(O)c1ccc(OCC(F)(F)F)nc1 | -0.8 | -3 | 0.1 | -1 | -3 | -8 | 0 | -10 | -4
CCC(C)NC(=O)CNC(=S)N(Cc1ccc(F)cc1)C1CCCCC1 (stereo not given) | -2.2 | 11 | 0.0 | -3 | 3 | -1 | -5 | 5 | 0
O=S(=O)(Nc1ccc(F)cc1Cl)c1ccc(-c2cnc(C3CC3)o2)cc1 | 2.6 | 0 | 0.0 | 2 | 1 | -4 | -1 | -12 | 3
CCc1ccc(-c2cc(C)no2)cc1S(=O)(=O)N1CCC(C)CC1 | 3.4 | -1 | 0.1 | -3 | 7 | 4 | 1 | 0 | 0
CN(CC(=O)Nc1cccc(F)c1)C(=O)c1cc(-c2ccco2)nc2ccccc12 | 3.5 | -4 | 0.0 | 1 | 59* | -19 | 11 | 1 | -1
O=C(Nc1cnccn1)c1cccnc1 | 0.7 | 1 | 0.0 | -3 | 1 | 10 | -2 | -1 | -4
N#CC1=C(N)Oc2n[nH]c(-c3cccs3)c2C1c1ccccc1C(=O)O (stereo not given) | -1.3 | -1 | -0.1 | -2 | 0 | -3 | 2 | -1 | 1
O=C(CC1OC(=O)c2ccccc21)Nc1ccc(Cl)c(S(=O)(=O)N2CCCCC2)c1 (stereo not given) | 1.1 | -6 | 0.0 | 0 | 2 | -3 | 1 | -3 | -6
CCOC(=O)c1c(-c2ccc(F)cc2)cn2ccccc12 | 0.9 | -2 | 0.2 | 3 | 4 | 12 | -4 | -2 | 1
CCOc1ccccc1NC(=O)CSc1nnc(CNC(=O)c2cccs2)o1 | 3.8 | -3 | 0.1 | -2 | -1 | 3 | -1 | 6 | -4
O=C(COc1ccc(F)c(Cl)c1)c1ccc[nH]1 | -0.1 | 2 | 0.3 | -1 | 11 | -9 | 1 | 9 | -4
CCC(C(=O)N1CCOCC1)n1c2ccccc2c2nc(=O)cc(C)n21 (stereo not given) | 4.0 | 4 | 0.2 | -3 | 1 | 1 | 1 | -5 | 2
O=C(Cn1cc(C(=O)C(F)(F)F)c2cc(Br)ccc21)N1CCOCC1 | 2.0 | 3 | -0.1 | 7 | -2 | 11 | -3 | 3 | 1
c1cc2c(cc1C1=Nn3c(nnc3C3CCCCC3)SC1)OCO2 | 1.6 | 2 | 0.0 | 4 | 2 | 8 | -2 | 25 | 1
Cc1nc2sc3c(c2c(=O)[nH]1)CCC3 | 0.1 | 1 | -0.2 | 7 | -3 | 21 | -8 | 3 | 3
Cc1cc(C)c2[nH]c(=O)c(=O)[nH]c2c1 | -0.4 | 8 | -0.1 | -1 | 0 | -6 | -5 | -4 | -1
CC1(C(=O)O)Cc2ccccc2C(=O)O1 (stereo not given) | -0.1 | -4 | -0.2 | -2 | 3 | -2 | 0 | 2 | -2
CCn1c(=N)n(CC(=O)C23CC4CC(CC(C4)C2)C3)c2ccccc21 | 3.0 | -3 | 0.1 | 0 | 2 | 1 | 4 | 1 | -3
Cc1ccc(NC(=O)c2cccs2)cc1 | 4.5 | 5 | 0.2 | 3 | -3 | 9 | 1 | 1 | -1
O=C(O)c1ccccc1SCc1ccc2c(c1)OCO2 | -1.3 | -6 | 0.2 | -4 | -7 | -8 | 1 | ? | -4
CC(=O)NNc1cc(=O)c2c(=O)n(C)c(=O)n(C)c2[nH]1 | -0.4 | 4 | 0.0 | 0 | 2 | 4 | -2 | -9 | -2
COc1ccc(OC)c(-c2cc(C(=O)Nc3cc(C)n(Cc4ccc(Cl)cc4)n3)no2)c1 | 1.5 | -3 | -0.1 | 4 | 1 | -2 | -3 | 5 | -1
Cc1ccc(S(=O)(=O)N2CCN(C(=O)COC(=O)CCOc3cc(C)ccc3C)CC2)cc1 | 5.1 | -3 | 0.2 | -29 | 7 | -3 | -3 | 5 | -6
C[C@@H]1C=C(C(=O)NCc2nc3ccccc3[nH]2)O[C@H](OCc2ccc(CO)cc2)C1 | -0.6 | -6 | 0.2 | 1 | -3 | -5 | 5 | -4 | 10
COC(=O)c1sccc1N/N=C/c1cccc(OC)c1O | -0.7 | -2 | -0.9 | 4 | -2 | 0 | 1 | 6 | 1
O=C1SCCC1NS(=O)(=O)c1ccccc1[N+](=O)[O-] (stereo not given) | 1.9 | 4 | -0.2 | -2 | -3 | 3 | -2 | -11 | 0

A portion of the library; count on the stated rates, not on these rows.
